IMP-1 inhibitor: inhibitors of Pseudomonas aeruginosa IMP-1 metallo-beta-lactamase; inhibition, % at 5.6 µM; 290,000 compounds, 0.45% hits; purified IMP-1, nitrocefin hydrolysis, epi-absorbance fluorescence; AID 1556;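 active means inhibition above the mean plus 3 SD of all compounds in the same screening run, cut at about 4.5% in these data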;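 further: 0% = IMP-1 with DMSO and 100% = DMSO wells lacking enzyme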
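System: Purified recombinant IMP-1 metallo-beta-lactamase enzyme | Measured by: Fluorescence quenching readout, ex 480/em 530 nm | Replication: Singlicate | Incubation: 15 min preincubation plus 25 min reaction at 25 °C | Evaluation: Percent inhibition from optical density relative to buffer-blank wells | Benchmarks: DMSO with and without IMP-1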
DNA FID counter: displaces DNA intercalator in HCV helicase counter-screen | DNA fluorescent intercalator displacement, fluorescence | inhibition, % at 7.9 µM | 290,000 compounds, 0.17% hits | AID 1845; in the data active means inhibition above about 37%;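 further: 0% = vehicle and 100% = reference compound; higher means more ethidium bromide displaced from hairpin DNA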
MEKK2wt PB1 HTS: raises or lowers MEK5 binding to wildtype human MEKK2 PB1 domain. Q9Y2U5. AID 1531. bead flow cytometry, Alexa488-MEK5 binding to MEKK2 WT; actives lie on both sides. 290,000 compounds, 1.1% hits. binding response (% of control), % at 10 µM; in the data active means binding response below about 67% or above about 130%
PfM18AAP inh: PfM18AAP enzyme inhibition | recombinant PfM18AAP, H-Glu-NHMec fluorogenic cleavage | inhibition, % at 7.35 µM | 290,000 compounds, 1.2% hits | AID 1822;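 active means inhibition above the campaign mean inhibition over all tested compounds plus 3 SD, cut at about 28% in these data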;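 further: 0% = plate median of test compound wells and 100% = 2 mM ZnCl2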
NALP1 yeast inh: blocks the NALP1 inflammasome reconstituted in yeast; S. cerevisiae NALP1/ASC/caspase-1 growth, X-gal OD620, 72 h; inhibition, % at 10 µM; 280,000 compounds, 0.61% hits; AID 2071; in the data active means inhibition mostly above about 24%, no sharp cut-off; inactive means mostly below about 32%; further: some compounds called inactive have numbers as strong as hits
HCV NS3 hel inh: blocks Hepatitis C virus NS3 helicase unwinding; 290,000 compounds, 0.56% hits; AID 1800; inhibition, % at 10.9 µM; NS3 helicase DNA unwinding, Cy5 molecular beacon fluorescence;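 active means inhibition above the mean of all tested compounds plus 3 SD, set per campaign, cut at about 35% in these data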;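 further: 0% = DMSO wells and 100% = thioflavine S control wells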
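System: Hepatitis C virus NS3 helicase domain fragment enzyme | Reagent: Annealed dual-labelled DNA beacon duplex, ATP-started | Compound dosing: 10.9 µM single point, 0.8% DMSO | Incubation: 1 h reaction at 25 °C, ATP-initiated | Technique: Cy5 fluorescence | Evaluation: Percent inhibition from t60/t0 fluorescence ratio | Benchmarks: Low DMSO, high thioflavine S at 110 µM | Replication: Singlicate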
VIM-2 inh: blocks Pseudomonas aeruginosa VIM-2 metallo-beta-lactamase; purified VIM-2, nitrocefin hydrolysis, epi-absorbance fluorescence; inhibition, % at 5.6 µM; 290,000 compounds, 0.89% hits; AID 1527;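 active means inhibition above the mean of all tested compounds plus 3 SD, cutoff set per screening run, cut at about 7.5% in these data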;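 further: red hydrolysis product quenches plate fluorescence so inhibitors raise well fluorescence; 0% = enzyme with DMSO and 100% = DMSO without enzyme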
UBC9 SUMO inh: blocks human SUMOylation mediated by UBC9; P63279; HTRF SUMOylation assay, SAE1/SAE2 + UBC9, in vitro; inhibition, % at 35 µM; 290,000 compounds, 0.36% hits; in the data active means inhibition above about 50%, passing the limit was not always enough; further: strong numbers were not always called active
Target sequence (P63279 whole entry, looked up): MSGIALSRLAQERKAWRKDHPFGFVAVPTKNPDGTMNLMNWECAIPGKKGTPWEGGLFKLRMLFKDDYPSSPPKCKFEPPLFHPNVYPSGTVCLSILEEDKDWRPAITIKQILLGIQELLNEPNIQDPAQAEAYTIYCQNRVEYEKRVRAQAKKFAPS
MEKK2 mut-MEK5: signal of MEK5 binding to mutant human MEKK2 PB1 domain; bead flow cytometry, Alexa488-MEK5 binding to MEKK2 mutant; percent response, % at 10 µM; 290,000 compounds, 0.35% hits; AID 1530; in the data active means percent response above about 24%, passing the limit was not always enough; further: inactives centre near 1; some results filed as inactive read as strong as hits
Active calls of the source: *; . = no result given.

SMILES	IMP-1 inhibitor	DNA FID counter	MEKK2wt PB1 HTS	PfM18AAP inh	NALP1 yeast inh	HCV NS3 hel inh	VIM-2 inh	UBC9 SUMO inh	MEKK2 mut-MEK5
Cc1ccc2c(c1)/C(=N/O)CCS2	-2.8	0	105	-11	0	-3	-3.3	-3	3
CCN(CC)S(=O)(=O)c1cccc(C(=O)NN2Cc3ccccc3C2=N)c1	-3.2	5	100	-8	25	-12	-0.2	9	10
CCOC(=O)CN1C(=N)N(c2nc(NC(C)C)nc(OC)n2)CC1=O	-1.8	-10	94	-14	11	3	0.5	25	-3
O=C(Nc1ncc(C(F)(F)F)cc1Cl)C1COc2ccccc2O1 (stereo not drawn)	-2.9	-7	105	-14	40*	0	-4.4	-5	21
O=C(c1ccccc1)c1ccc(C(=O)N2CCN(c3ccc(F)cc3)CC2)o1	-3.4	-24	105	2	-22	1	-2.2	13	5
COc1ccc(CNc2ccc([N+](=O)[O-])cn2)cc1	-2.3	0	102	8	13	-10	-1.3	1	0
O=C(CSc1nc2ccccc2c(=O)n1CC1CCCO1)Nc1ccc(F)cc1 (stereo not drawn)	-2.6	-22	92	4	-18	-9	-2.5	-14	0
CCCc1cc(=O)[nH]c(SCC(=O)NC)n1	-1.8	-1	96	0	10	1	0.8	13	-4
Cn1c(SCCN2CCCCC2)nnc1-c1ccccc1Br	-1.9	7	107	2	-4	5	-1.8	-10	2
CCOC(=O)c1c(SCC(=O)Nc2nccs2)nc(C)c(C)c1C	-3.1	-36	97	-6	8	1	-3.0	2	-1
CN(C)c1ccc(-c2nnn(CC(=O)Nc3ccc4c(c3)OCCO4)n2)cc1	-2.5	1	97	-2	-7	0	-1.8	20	-5
Cc1nc2ccc(N)cc2s1	-2.4	0	109	1	.	-4	-4.2	-5	5
CC1(C)CC2(CCO1)OC(=O)CC2C(=O)NCCc1ccccc1 (stereo not drawn)	-4.0	6	102	-3	16	13	-2.9	22	0
O=[N+]([O-])c1ccc(S(=O)(=O)CC2CSc3nc4ccccc4n32)cc1 (stereo not drawn)	-3.3	6	106	-5	10	10	-3.6	0	-1
COc1ccccc1C(=O)NNC(=O)CCN1C(=O)/C(=C\c2ccccc2)SC1=S	-1.0	-8	104	-4	20	-5	-3.5	4	2
CCOc1cccc2sc(NN)nc12	-3.5	-4	94	24	-13	8	-4.9	10	-3
CC(C)N1CCC(N2CCN(Cc3cccc4nonc34)CC2CCO)CC1 (stereo not drawn)	-0.8	8	100	6	-21	4	-3.6	10	-1
O=C(NNC(=O)c1csc(-c2cccnc2)n1)Nc1ccc(Cl)cc1	-4.1	-4	95	5	.	-1	-2.1	-18	-3
O=C(NC1CCCC1)C(c1ccsc1)N(Cc1ccco1)C(=O)Cc1cccs1 (stereo not drawn)	-1.7	-35	95	5	25	11	-2.8	1	0
O=C(CSc1nnc(-c2cccnc2)s1)Nc1ccccc1	-2.4	-5	101	1	17	-6	-1.8	-11	0
CCCn1c(SCC(=O)NCC)nc2sc3c(c2c1=O)CCC3	-1.1	-23	105	3	18	-3	2.5	-4	3
Cc1ccccc1Nc1nc(N)nc(CSc2nnc3ccccn23)n1	-3.1	-3	98	3	-18	4	-1.7	2	-2
COc1ccc(N2CCN(C(=O)C3CCCO3)CC2)cc1 (stereo not drawn)	-4.2	-3	99	4	13	1	-1.7	4	6
O=C(NC1CCN(Cc2ccccc2)CC1)c1cc(Br)c(Br)[nH]1	-2.8	6	140*	6	4	-16	-2.9	2	42
Cc1cc(O)ccc1C1(c2ccc(O)cc2C)OC(=O)c2ccccc21	-2.4	-2	101	6	17	3	-0.1	6	-3

Random excerpt: 3 compounds from above.
SMILES	IMP-1 inhibitor	DNA FID counter	MEKK2wt PB1 HTS	PfM18AAP inh	NALP1 yeast inh	HCV NS3 hel inh	VIM-2 inh	UBC9 SUMO inh	MEKK2 mut-MEK5
CCCn1c(SCC(=O)NCC)nc2sc3c(c2c1=O)CCC3	-1.1	-23	105	3	18	-3	2.5	-4	3
CCCc1cc(=O)[nH]c(SCC(=O)NC)n1	-1.8	-1	96	0	10	1	0.8	13	-4
Cc1nc2ccc(N)cc2s1	-2.4	0	109	1	.	-4	-4.2	-5	5

(listing goes on)
SMILES	IMP-1 inhibitor	DNA FID counter	MEKK2wt PB1 HTS	PfM18AAP inh	NALP1 yeast inh	HCV NS3 hel inh	VIM-2 inh	UBC9 SUMO inh	MEKK2 mut-MEK5
Cc1cc(C)nc(NC(=O)Cc2ccc(Cl)cc2)c1	-2.1	-10	106	-5	4	-20	-1.0	13	4
CC(=O)Nc1cccc(NC(=O)C(C)N2c3cccc4cccc(c34)S2(=O)=O)c1 (stereo not drawn)	-2.2	-22	97	-1	-2	3	-3.7	3	3
Cc1ccc(S(=O)(=O)NCC(C)NC(=O)CN2CCOCC2)cc1 (stereo not drawn)	-2.5	1	105	-12	18	-3	-0.8	6	5
C=CC[N+]1(CC#Cc2ccccc2)CCCC1	-3.6	-1	99	-2	6	4	-1.3	10	-2
COCCCNC(=S)N1CCN(c2nc3ccccc3s2)CC1	-2.0	-23	92	1	-6	-4	1.4	-5	-8
CCN(C(=O)CSc1nc2ccccc2c(=O)n1-c1cccc(C)c1)C1CCS(=O)(=O)C1 (stereo not drawn)	-1.5	-29	101	1	16	9	-3.0	2	0
CCn1c(SCC(=O)c2ccc(F)cc2)nnc1-c1ccoc1C	-5.5	-14	100	0	7	-1	0.6	-8	0
CCOc1cccc2cc(C(N)=O)c(=N)oc12	-2.6	-3	104	5	-11	1	-0.3	10	5
Cc1cc(C(=O)NNS(=O)(=O)c2ccc(F)cc2)nn1C(C)(C)C	-2.1	-9	104	7	37	-3	-2.1	8	5
Cc1ccc(NC(=O)c2ccccc2-c2cc(C)no2)cc1	-0.6	-4	107	5	10	-5	-2.1	4	6
C=CCOC(=O)C1=C(C)OC(N)=C(C#N)C1c1ccco1 (stereo not drawn)	-3.2	0	93	-4	.	-2	-0.5	18	-18
COc1ccc(OCC#CCN2CC(C)OC(C)C2)cc1 (stereo not drawn)	-1.8	-3	97	-5	17	-1	-1.5	19	-1
Cc1nc2scc(-c3ccccc3)c2c(=O)n1N=C1C=CC(=O)C=C1	0.0	-22	93	-28	-19	4	1.4	12	-12
O=C(C1=C[C@@H](C2CCCCC2)C[C@@H](OCc2ccc(CO)cc2)O1)N1CCN(Cc2ccccc2)CC1	-1.8	-21	101	4	-2	-16	-1.0	-11	3
O=C(Nc1ccon1)c1cc2c(s1)CCCCCC2	1.3	-8	101	1	-8	-6	-0.7	6	8
CC1=CC(C)(C)N(C(=O)CN2C(=O)c3ccccc3C2=O)c2ccc(C)cc21	-5.0	8	85	0	-22	4	-3.0	16	-4
Cc1ccc(S(=O)(=O)N2CCN(Cc3ccccc3C(F)(F)F)CC2)cc1	-6.0	-7	102	18	4	-8	-1.7	10	8
O=C(Nc1ccc(-n2ccnc2P(=O)(O)c2ccccc2)cc1)c1ccccc1Br	-7.4	-33	.	11	20	12	21*	16	.
c1ccc(-c2cc3c(NCC4COc5ccccc5O4)ncnc3s2)cc1 (stereo not drawn)	-2.7	-4	115	2	20	-7	2.6	-15	-2
CCCC1(C(=O)OC)NC(c2ccco2)C2C(=O)N(C)C(=O)C21 (stereo not drawn)	-1.7	5	91	-9	-3	12	2.4	20	-10
Cc1cnc(NC(=O)CCCSc2nc3ccccc3s2)s1	-4.3	1	91	-8	21	0	-2.4	0	0
COc1ccc(NC(=O)c2cccnc2Nc2ccccc2)cc1	2.0	2	103	3	19	-9	-2.4	-2	10
COCCCNC(=O)CNC(=O)c1nn(-c2ccc(OC)c(Cl)c2)c(=O)c2ccccc12	-1.4	-19	107	-11	0	4	-1.1	5	4
O=C1CCCN1CCCNc1ncnc2c1[nH]c1ccccc12	-1.8	-2	88	0	8	8	0.2	28	-13
CCNc1ccc(S(=O)(=O)N(C)C)cc1NCC(=O)Nc1ccccc1Cl	-3.2	-17	100	14	0	-4	-3.1	2	-3
Other records.
SMILES	IMP-1 inhibitor	DNA FID counter	MEKK2wt PB1 HTS	PfM18AAP inh	NALP1 yeast inh	HCV NS3 hel inh	VIM-2 inh	UBC9 SUMO inh	MEKK2 mut-MEK5
O=C1CCCc2nn(-c3ccccc3)nc21	-3.5	-4	102	2	4	3	-5.3	12	2
COc1cc(NC(=O)c2c(OC)cccc2OC)ccc1NC(=O)c1cc2ccccc2o1	-3.9	-28	100	2	16	-8	-1.0	3	2
CCOC(=O)C1CCN(C(=O)c2oc3ccc(S(=O)(=O)N4CC(C)CC(C)C4)cc3c2C)CC1 (stereo not drawn)	1.2	-31	96	-11	26	21	0.9	-14	2
CC1(C)OC(=O)C(=NNc2ccc(Br)cc2)C(=O)O1	-1.5	-8	98	-1	22	4	-1.0	15	-2
CCOC(=O)C(C)NC(=O)c1cn(-c2ccc(OC)cc2)c(=O)c2ccccc12 (stereo not drawn)	0.0	-15	103	0	7	5	0.6	-5	0
CCOC(=O)CSc1nc2ccccc2c(=O)[nH]1	-4.8	-3	97	2	.	0	-4.3	-2	-4
CC(=O)c1c(O)cc(=O)n(-c2ccccc2)c1-c1ccc(C)cc1	-1.4	-3	100	-2	-2	6	-5.0	9	-1
O=C(COC(=O)C12CC3CC(CC(C3)C1)C2)NCCCc1ccccc1	-0.8	-33	112	-3	18	-1	-2.9	-13	16
CC1=C(C(=O)OCC2CCCCC2)C(c2cccc(O)c2)NC(=O)N1 (stereo not drawn)	-3.6	-24	98	5	16	3	-2.0	5	4
COc1ccc(/C=C2\CCCC3C2=NN(C(=O)c2ccco2)C3c2ccc(OC)c(OC)c2)cc1OC (stereo not drawn)	-1.1	-17	88	0	3	-4	-2.5	-2	-1
Nc1ccc2c(c1)ncn2CCCn1cnc2cc(N)ccc21	-3.4	8	102	19	29	-1	-1.4	2	0
COc1cc(NC(=S)NC(=O)CC(C)C)ccc1NC(=O)c1cc2ccccc2o1	-0.8	-2	102	-11	21	0	-1.4	-4	0
CC(C)CC(=O)N1CCN(Cc2ccc(Br)cc2)CC1	-2.0	-3	104	4	0	12	-1.9	-12	4
Cc1ccc(C)c(-n2cc(CN3CCN(C(=O)c4ncn[nH]4)CC3)c(-c3ccccc3)n2)c1	-0.2	-16	92	3	14	-7	-2.4	6	-9
COc1ccc(Cl)cc1NC(=O)CSc1nc(N2CCOCC2)nc(N2CCOCC2)n1	-1.5	-43	103	-4	20	-17	-0.6	-2	3
FC(F)Oc1ccccc1NC(=S)Nc1cccc(Cl)c1Cl	-0.5	1	92	-4	17	1	-1.0	15	-2
COc1ccc(/C(C)=N/NC(=O)CNC(=O)c2cccs2)cc1OC	-3.4	-6	86	-9	8	18	-3.1	13	-10
COc1cc(C(=O)N2CCCCCCC2)ccc1OC1CCN(C(C)=O)CC1	-1.0	-33	114	-1	25	-7	-0.1	14	7
N#C/C(=C\N1CCOCC1)c1ccccc1	-3.6	-2	85	-4	28	1	1.8	25	-10
Cn1c(=O)[nH]c(=O)c2c1ncn2CCN1CCOCC1	-4.9	-2	107	-4	4	-5	-1.9	23	9
CCn1c2c(c(=N)c3ccccc31)CCC2	-2.4	3	106	-12	16	9	1.1	10	19
